From PubChem BioAssay
4MU fluor = qHTS Assay for Spectroscopic Profiling in 4-MU Spectral Region. compound autofluorescence, 340/450 nm, 4-MU equivalents; hits give high values. max dye-equivalent concentration, M. 59,000 compounds, 11% hits. AID 589, 2007; in the data active = max dye-equivalent concentration above about 10 nM; inconclusive = mostly about 1.1 nM to 9.6 nM
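Intrinsic fluorescence at 340/450 nm (ex/em) was read after 15 min at room temperature in pH 8.0, 100 mM Tris. Each compound concentration expressed as 4-MU-equivalent concentration from a six-point 4-MU standard series on each plate.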
GFP derepression = qHTS Assay for Epigenetic Modulators. mouse C127i GFP locus derepression, cytometry, 30 h. Potency, µM (series often up to 46.1 µM), inactives show at the top dose GFP derepression (activation). 68,000 compounds, 0.09% hits; also: % of control where 0% means no effect
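Locus derepression in mouse mammary C127i cells whose integrated CMV-GFP reporter is normally silent; GFP expression after 30 h compound treatment was quantified by counting fluorescent cells.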
BRCT PPI red = qHTS Assay for Inhibitors of BRCT-Phosphoprotein Interaction (Red Fluorophore) | 75,000 compounds, 0.03% hits | Potency, µM (top dose mostly 76.9 µM), for inactives: at the top dose activity change, negative = inhibition, usual class: inhibitors | BRCT-phosphopeptide binding, red fluorescence polarization | Breast cancer type 1 susceptibility protein (Homo sapiens), P38398; also: % is scaled to controls: 0 for no effect and ±100 for the full control effect
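Rhodamine-labelled pBACH1 10-mer (100 nM) bound to BRCT domain (100 nM) at pH 7.3; compounds incubated 12 min room temperature, polarization read. Free peptide defines full inhibition; unlabelled decapeptide titrated as control.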
15-hLO inh = qHTS Assay for Inhibitors of 15-hLO (15-human lipoxygenase) | purified 15hLO-1, xylenol orange hydroperoxide absorbance | Potency, µM (series often up to 57.1 µM), without a hit: top-dose activity change, negative = inhibition, actives largely listed as inhibitors | 74,000 compounds, 1.4% hits | AID 887, 2007; also: potency is read from the fitted curve at half-maximal effect; % is scaled to controls: 0 for no effect and ±100 for the full control effect; nearly all actives have a fitted effect of over 55% in size
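40 nM 15hLO-1 + cpd, 15 min RT; start w/ 50 uM AA (final), 6 min RT; stop/detect w/ 200 uM XO + 300 uM Fe(II) in 50 mM H2SO4, 30 min; A573/A405. Buffer 25 mM Hepes pH 7.5, 0.01% Triton X-100. No-enzyme wells as negative control.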
A350 fluor = qHTS Assay for Spectroscopic Profiling in A350 Spectral Region | Compound autofluorescence, 340/450 nm, Alexa 350 dye-equivalents; hits give high values | max dye-equivalent concentration, M | 59,000 compounds, 11% hits | AID 590, 2007; in the data active = max dye-equivalent concentration above about 10 nM; inconclusive = mostly about 1.1 nM to 9.6 nM
Ub-GFP proteasome = Ubiquitin-GFP Assay | AID 526, 2006 | Potency, µM (top dose mostly 45.9 µM), inactives show at the top dose activation (GFP accumulation), most hits filed as activators | Ubiquitin-GFP reporter cells, proteasome inhibition, GFP fluorescence; response scale: untreated = 0%, 10 µM MG-132 = 100% | 67,000 tested, under 10 active; active = well fitted activation curve with a large enough effect, not every such curve was filed as active; inconclusive = small, poorly fitted or top-dose-only effect, or another doubt; inactive = no such curve, though single readings can be large or run the other way; also: potency is read from the fitted curve at half-maximal effect
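Reporter cells (U2OS, ubiquitin-G76V-GFP fusion) are plated overnight, then treated 4 hr at 37 °C with compound titrations from 46 uM down to 2.9 nM. Activity is scaled against untreated cells and 10 uM MG-132.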
Hsp90 Hop PPI = qHTS Assay for Disrupters of an Hsp90 Co-Chaperone Interaction; Hsp90 C-terminal peptide / TPR2A (Hop) interaction, human; AlphaScreen TPR2A-His6 binding biotin-Hsp90 C-terminal peptide; Potency, µM (series often up to 57 µM), inactives show at the highest dose activity change, negative = inhibition; 71,000 compounds, 0.44% hits; AID 595, 2007; active = well fitted curve in either direction with a large enough effect; inconclusive = small, poorly fitted or top-dose-only effect, or another doubt; also: potency is read from the fitted curve at half-maximal effect; % is scaled to controls: 0 for no effect and ±100 for the full control effect; many of its hits are not listed in these tables
Pol III holo inh = qHTS Assay for Inhibitors of DNA Polymerase III Holoenzyme System; Potency, µM (doses to about 57.1 µM), for the others: at the top dose activity change, negative = inhibition; reconstituted DNA polymerase III holoenzyme replication, biochemical; AID 603, 2007; 71,000 compounds, 0.25% hits; also: potency is read from the fitted curve at half-maximal effect; % is scaled to controls: 0 for no effect and ±100 for the full control effect
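Reconstituted *E. coli* holoenzyme (0.35 nM Pol III, 1 nM beta, 154 nM SSB, 2 nM primase) was preincubated with compound for 15 min at RT. Synthesis on 1.4 nM ssM13Gori ran 35 min, then was stopped with PicoGreen/EDTA and read as dsDNA fluorescence.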
CRE Fsk mod = Cell signaling CRE-BLA (Fsk stim). CHO CRE-bla reporter (cAMP response element driving beta-lactamase), forskolin EC10, beta-lactamase ratio. Potency, µM (series often up to 38.2 µM), for inactives: at the top dose activity change, negative = inhibition, usual class: activators. 71,000 compounds, 2.5% hits; active = well fitted activation curve with a large enough effect in the signal ratio, with a control signal flat, not every such curve was filed as active; inconclusive = small, poorly fitted or top-dose-only effect, or effect the other way, or a change in a side signal; the % refers to the signal ratio; also: potency is read from the fitted curve at half-maximal effect; % of control where 0% means no effect
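Modulation of forskolin signalling: compounds in titration series added with EC10 NKH 477 to CHO cells carrying a CRE-driven beta-lactamase reporter, 3 h, 37C. CCF4 FRET ratio (460/530 nm, ex 405 nm) gives %activity and AC50.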
BRCT inh green = qHTS Assay for Inhibitors of BRCT-Phosphoprotein Interaction (Green Fluorophore); Breast cancer type 1 susceptibility protein (Homo sapiens), P38398; BRCA1 BRCT-phosphopeptide binding, green fluorescence polarization; Potency, µM (top dose mostly 76.9 µM), inactives show top-dose activity change, negative = inhibition, hits mostly inhibitors; 75,000 compounds, 0.05% hits;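 also: potency is read from the fitted curve at half-maximal effect; plate controls were peptide without protein for full effect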
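Fluorescence polarization: His-tagged BRCT (~35 kDa BRCA1 C-terminus, 250 nM) bound to 100 nM fluorescein-labeled phosphorylated 10-aa BACH1 peptide, pH 7.3 phosphate buffer with DTT and Tween 20. Compounds incubated 12 min at room temperature; inhibition read as lowered polarization.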
HBB splicing = qHTS Assay for Modulators of Hemoglobin Beta Chain Splicing | HBB splicing reporter cell assay, activation; EGFP reporter with mutant IVS2-654 intron; response scale: normalised to 500 nM splice-correcting PNA | Potency, µM (series often up to 46.1 µM), for inactives: top-dose activation, most hits filed as activators | 65,000 compounds, 0.06% hits | AID 925, 2007; also: potency is read from the fitted curve at half-maximal effect; 0% is about no effect
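Compounds were applied for 2 days to HeLa EGFP-654 cells, 500/well in Optimem with 2% FCS. The reporter's EGFP is disrupted by mis-splicing of beta-globin intron IVS2-654. Readout: summed well GFP fluorescence from 488 nm laser scanning; reference was 500 nM antisense […] 654 PNA.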
* marks the source's active call; other numbers are inactive results; i = inactive; ? = inconclusive; . = not tested or not shown; [ ] = another dose, or the depositor's remark. Unless noted, calls follow the shape of the dose curve; as a rule, active = well fitted curve in the direction sought with a large enough effect; inconclusive = small, poorly fitted or top-dose-only effect, or another doubt; inactive = no such curve, though single readings can be large; an effect the other way counts as inactive or inconclusive.

SMILES | 4MU fluor | GFP derepression | BRCT PPI red | 15-hLO inh | A350 fluor | Ub-GFP proteasome | Hsp90 Hop PPI | Pol III holo inh | CRE Fsk mod | BRCT inh green | HBB splicing
C=CCOC(=O)C1=C(C)OC(N)=C(C#N)C1c1c(C)nn(-c2ccccc2)c1Cl (configuration not stated) | i | 5% | -1.0% | -24% | i | 2% | -8% | -8% | 3% | 1.2% | -0.6%
COc1ccc(NC(=O)C2CCCN(S(=O)(=O)c3cccc4cccnc34)C2)cc1OC (configuration not stated) | . | 2% | 0.8% | 0% | . | -6% | -8% | -2% | ? | -1.3% | -0.7%
C[C@@H](C(=O)Nc1ccc2ccccc2c1)[C@H]1C[C@]1(C)[C@H](NC(=O)Oc1ccc(F)cc1)c1ccccc1 | . | . | 1.1% | . | . | . | -3% | -3% | -9% | 0.2% | 1.6%
CN1CCc2nc(NC(=O)c3cccc(S(=O)(=O)N4CCc5ccccc54)c3)sc2C1 | i | 1% | 5.2% | 16µM* | i | 7% | -14% | 7% | ? | 54%[activator] | 0.1%
COCCCNS(=O)(=O)c1ccc2c3c(cccc13)C(=O)S2 | 8e-08M* | 1% | -1.3% | -9% | 6.8e-08M* | -1% | -1% | -1% | 9% | -1.9% | .
COCC(=O)N1CCC[C@@]2(CCN(C(=O)Nc3cccc(C#N)c3)C2)C1 | i | -4%[9.22 µM] | -2.8% | -4% | i | 7% | 0% | -4% | 1% | -2.8% | 2.3%
COc1cccc(C(=O)Nc2cccc(-c3nc4ncccc4o3)c2C)c1 | . | -3% | -0.2% | -2% | . | 0% | -1% | -6% | -9% | 0.4% | -1.7%
CN1C(=S)SC(N(O)C(=O)NC2CCCCC2)C1(C)C (configuration not stated) | i | -3% | -0.1% | -4% | ? | 14% | -1% | 0% | ? | 0.3% | 2.7%
C=CCSC1=C(C#N)C(c2ccccc2Cl)CC(=O)N1 (configuration not stated) | . | 7% | -0.8% | -9% | . | -9% | 1% | 1% | -3% | -4.1% | -1.1%[9.22 µM]
Cc1ccc(S(=O)(=O)N2CCN(C(=O)c3ccc(OCc4c(C)noc4C)cc3)CC2)cc1 | i | 0% | -2.3% | 2% | i | -1% | -2% | 45% | -11% | 0.8% | -2.1%
CCOC(=O)CNS(=O)(=O)CCN1C(=O)c2ccccc2C1=O | . | -2% | -1.5% | 7% | . | 3% | -6% | -5% | -4% | -2.4% | 1.0%[9.22 µM]
COc1ccc(NC(=O)Cn2cnc3c(cnn3-c3ccc(C)c(C)c3)c2=O)c(OC)c1 | i | 0% | 0.2% | -14% | i | -20% | 1% | -6% | 18% | 0.4% | -5.8%
CCOC(=O)N1CCN(C(=O)CSc2nnc(-c3ccc(C(C)(C)C)cc3)o2)CC1 | . | -5% | 0.0% | -4% | . | 12% | -3% | -5% | -3% | 0.8% | -0.6%
COC(=O)CSc1nnc(-c2sc3cc(OC)ccc3c2Cl)n1C | i | 3% | -1.2% | -4% | i | 1% | -2% | -8% | 14% | 1.4% | -1.7%
COc1ccc(C(=O)Nc2nccs2)cc1OC | . | 0% | -3.3% | -2% | . | -3% | -3% | -9% | 23% | -2.5% | -1.3%
CC(c1ccccc1)n1cc(C(=O)NCC2CCCO2)nn1 (configuration not stated) | i | 2% | 0.5% | 5% | i | -1% | 0% | -4% | 2% | 0.8% | 0.1%[57.5 µM]
Cn1c(CN2CCOCC2)nc2cc(NC(=O)c3ccc(Cl)cc3)ccc21 | i | 0% | 0.9% | 9% | ? | 1% | -2% | 0% | 23% | -1.7% | 1.0%[0.369 µM]
CC1Cc2cc(/C(O)=C3/C(=O)C(=O)N(CCN4CCOCC4)C3c3cccc(O)c3)ccc2O1 (configuration not stated) | i | 2% | 1.9% | -1% | ? | 4% | -3% | -2% | -9% | -2.5% | 1.7%[57.5 µM]
COc1ccc(-n2nc(C(=O)N3CCCCC3)c3ccccc3c2=O)cc1 | i | 0% | -0.6% | 2% | i | 3% | 1% | -6% | 3% | 0.0% | 0.7%
COc1ccc(CN(C(=O)CNC(=O)c2ccco2)C(C(=O)NC2CCCC2)c2ccco2)cc1 (configuration not stated) | i | -1% | 0.4% | -3% | i | 6% | -1% | -6% | -5% | -2.3% | .
CCOC(=O)C1CCN(C(=O)CSc2ccccc2)CC1 | i | 0% | 1.4% | 6% | i | -6% | -4% | -1% | ? | -0.8% | 3.6%
COc1cc(-c2nn3c(-c4cccc(C)c4)nnc3s2)cc(OC)c1OC | 1.9e-06M* | 4% | -1.2% | -1% | 2.6e-06M* | 1% | -5% | -1% | 1.6µM* | -2.0% | -0.6%[57.5 µM]
CN(C)CCN1C(=O)C(=O)/C(=C(/O)c2ccc(F)cc2)C1c1ccccc1 (configuration not stated) | i | 0% | -0.3% | 7% | i | 9% | ? | -8% | -7% | -0.3% | -1.9%[57.5 µM]
CN(Cc1ccc(OC(F)F)cc1)C(=O)c1ccc2nccnc2c1 | ? | -1% | -1.2% | -3% | ? | 0% | -4% | -3% | ? | -1.3% | 0.4%
Cc1ccc(Cn2ccc(NC(=O)c3cc(CC(C)C)on3)n2)cc1 | . | . | -0.4% | -11% | . | 3% | -1%[2.3 µM] | 0% | -14% | 1.0% | -1.5%
SMILES | 4MU fluor | GFP derepression | BRCT PPI red | 15-hLO inh | A350 fluor | Ub-GFP proteasome | Hsp90 Hop PPI | Pol III holo inh | CRE Fsk mod | BRCT inh green | HBB splicing
CC1CCCCC1NC(=O)CCCc1nc2ccccc2c(=O)[nH]1 (configuration not stated) | i | -1% | 0.7% | -3% | i | 4% | 1% | 1% | 0% | -0.7% | .
CC1(C)CC(=O)c2cc(C(=O)NCc3ccco3)c(=O)n(-c3ccccc3)c2C1 | i | -4% | 0.9% | 2% | ? | -5% | -4% | 0% | 8% | 0.9% | 1.4%
COc1ccc(CNc2ccnc(-c3ccc(N(C)C)cc3)n2)c(OC)c1 | i | 11%[9.22 µM] | -2.0% | -28% | ? | -11% | -27% | -4% | ? | -0.7% | 0.0%
CCOC(=O)c1oc2ccccc2c1NC(=O)COc1cccc(OC)c1 | 3e-08M* | 7% | -0.7% | 0% | 3e-08M* | -11% | 3% | -2% | 8% | -0.6% | -1.6%
COc1ccc2c(CN(C)c3ccccc3)cc(=O)oc2c1 | ? | 0% | -0.5% | -21% | 1.1e-08M* | 3% | 3% | -5% | 2% | -2.3% | -3.8%
COc1ccc(Cl)cc1NC(=O)CN1C(=O)CSC1=O | i | -2% | 0.9% | 9% | i | 0% | 0% | 3% | -12% | 0.9% | 0.5%
CN(C)c1ccc(Cc2ccc(N(C)C)cc2)cc1 | . | . | -0.6% | 2% | . | . | ? | -10% | -6% | -0.6% | -0.4%
COc1ccc(-n2nc(C(=O)Nc3ccc4c(c3)OCO4)c3ccccc3c2=O)c(OC)c1 | i | 10% | 0.4% | -4% | i | -5% | -2% | -6% | ? | -1.7% | 9.1%
O=C(c1ccccc1)N1CCN(c2ccc(NCc3ccc4c(c3)OCO4)cc2)CC1 | . | -3% | -1.0% | 25µM* | . | -6% | ? | -8% | -12% | -0.3% | -0.9%
Cc1ccc(S(=O)(=O)N2CCN(C3CCN(Cc4ccccc4)CC3)CC2)cc1 | i | 0% | -0.8% | -11% | i | 1% | -3% | 6% | 2% | -4.2% | 1.2%
C=CCOc1ccc(/C=N/n2cncn2)cc1OC | i | 0% | -4.4% | -17% | i | 29% | -5% | -3% | 16% | 0.0% | -0.8%

An unsorted share of the library. About 12% of those tested had a hit in this group.
